# ZTA counter: ZTA (EBV) inhibition in EBNA-1 counter-screen. P03206. ZTA-DNA binding, fluorescence polarization. inhibition, % at 11 µM. actives 0.15% (n = 320,000); in the data active = inhibition above about 33%
# Target sequence (P03206 whole entry, looked up): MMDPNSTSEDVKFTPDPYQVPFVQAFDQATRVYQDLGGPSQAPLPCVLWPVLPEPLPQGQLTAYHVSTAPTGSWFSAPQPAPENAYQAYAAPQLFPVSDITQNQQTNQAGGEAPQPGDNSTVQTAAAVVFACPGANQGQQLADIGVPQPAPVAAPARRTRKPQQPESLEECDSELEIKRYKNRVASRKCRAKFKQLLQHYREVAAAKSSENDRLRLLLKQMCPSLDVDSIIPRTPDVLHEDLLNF
# Fh CTSL1 inh: Fasciola hepatica cathepsin L1 inhibitors, primary screen, counter-screen for PFM18AAP inhibitor project, biochemical, QFRET, fluorogenic peptide substrate; recombinant F. hepatica cathepsin L1, Z-Leu-Arg-MCA fluorescence; inhibition, % at 5.96 µM; actives 0.49% (n = 300,000);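 active = inhibition above the mean of all tested compounds plus 3 SD, set per screening campaign, cut at about 17% in these data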;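 note: 0% = plate median of test compound wells and 100% = 1 µM Z-Phe-Ala-diazomethylketone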
# TPT1 inh: Candida albicans TPT1 enzyme inhibitors, primary screen, biochemical, fluorescence polarization; AID 1962, 2009; inhibition, % at 5 µM; recombinant caTPT1, FP RNA substrate dephosphorylation; actives 0.81% (n = 300,000);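 active = inhibition above the mean of all tested compounds plus 3 SD, set per screening campaign, cut at about 24% in these data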;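 note: plate controls were DMSO alone for no effect and ferristatin control at 100 nM for full effect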
# HCV core dimer: inhibitors of HCV core protein dimerization, primary screen, biochemical, TR-FRET, high-throughput. TR-FRET GST/Flag-core106 dimerization, 1536-well. inhibition, % at 5 µM. actives 0.33% (n = 300,000);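 active = inhibition above the mean of all tested compounds plus 3 SD, set per screening campaign, cut at about 45% in these data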
#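 test system = GST/Flag-tagged HCV core106 proteins | probe or stimulus = Eu donor and XL665 acceptor anti-tag antibodies | times = compound-protein-antibody incubation 4 h at 22.5 °C | signal = TR-FRET, excitation 340 nm, emission 617 and 671 nm | measure = percent inhibition of core106 dimerization signal | controls = wells lacking GST-core106 and wells with excess unlabelled core106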
# Efflux pump inh: inhibitors of Candida efflux pumps in yeast, primary screen, S. cerevisiae, Nile Red, multiplex. inhibition, % at 10 µM. S. cerevisiae Candida pump triplex. AID 485275, 2010. actives 0.44% (n = 330,000);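 active = plate passing quality check with inhibition over a set limit, or well fluorescence over plate mean plus 4 SD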;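 note: Nile Red retained in pooled yeast measured as flow cytometry median fluorescence; 0% = buffer negative control and 100% = Enniatin B positive control; higher means more Nile Red kept so more efflux inhibition; some compounds called inactive have numbers as strong as hits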
# PP1 inh: PP1-alpha phosphatase inhibitors, primary screen, counter-screen for PP5 inhibitor project, biochemical, fluorescence, OMFP substrate, single point | actives 0.9% (n = 320,000) | inhibition, % at 6.7 µM | purified PP1alpha;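 active = inhibition above the mean inhibition of all tested compounds plus 3 SD, computed separately for each screening campaign, cut at about 15% in these data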
# PREPL inh: PREPL enzyme inhibitors, primary screen, biochemical, fluorescence polarization | Prolyl endopeptidase-like (Homo sapiens), Q4J6C6 | recombinant PREPL, fluorescence polarization activity-based probe | inhibition, % at 5.96 µM | actives 0.68% (n = 320,000); in the data active = inhibition above about 43%;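 note: 0% = enzyme with DMSO and 100% = wells lacking enzyme; many of its hits are not listed in these tables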
# Target sequence (Q4J6C6 whole entry, looked up): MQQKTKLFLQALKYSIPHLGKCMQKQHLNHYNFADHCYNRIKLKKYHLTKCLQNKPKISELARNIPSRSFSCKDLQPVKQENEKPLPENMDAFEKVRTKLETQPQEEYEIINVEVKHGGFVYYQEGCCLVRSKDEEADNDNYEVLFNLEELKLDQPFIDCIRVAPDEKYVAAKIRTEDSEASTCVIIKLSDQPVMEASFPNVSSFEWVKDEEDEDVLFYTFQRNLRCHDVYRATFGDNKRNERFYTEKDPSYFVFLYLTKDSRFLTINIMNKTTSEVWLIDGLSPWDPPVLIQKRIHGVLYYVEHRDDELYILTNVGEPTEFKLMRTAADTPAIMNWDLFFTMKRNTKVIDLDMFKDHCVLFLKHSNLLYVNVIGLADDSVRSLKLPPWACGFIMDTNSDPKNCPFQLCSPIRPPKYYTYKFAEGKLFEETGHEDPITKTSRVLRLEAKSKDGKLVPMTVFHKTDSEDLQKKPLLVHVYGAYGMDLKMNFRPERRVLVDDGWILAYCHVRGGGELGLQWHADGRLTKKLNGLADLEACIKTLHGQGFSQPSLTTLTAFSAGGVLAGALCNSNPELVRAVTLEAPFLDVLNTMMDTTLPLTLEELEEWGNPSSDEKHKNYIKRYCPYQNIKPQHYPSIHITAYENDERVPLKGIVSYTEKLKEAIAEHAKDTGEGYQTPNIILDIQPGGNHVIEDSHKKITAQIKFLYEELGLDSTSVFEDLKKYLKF
# PP5 inh: PP5 phosphatase inhibitors, primary screen, biochemical, fluorescence; Serine/threonine-protein phosphatase 5 (Homo sapiens), P53041; purified PP5c, OMFP substrate fluorescence; inhibition, % at 6.7 µM; actives 0.18% (n = 320,000);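 active = inhibition above the campaign's mean inhibition across all tested compounds plus 3 SD, cut at about 9.5% in these data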;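 note: 0% = DMSO only and 100% = 100 µM cantharidin control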
# EBNA-1 inhibitor: EBNA-1 DNA-binding inhibitors, primary screen, biochemical, fluorescence polarization | inhibition, % at 14.8 µM | actives 0.34% (n = 300,000) | AID 1950, 2009; in the data active = inhibition above about 28%
# An asterisk follows results filed as active; x = no result given. A portion of the library (hit frequency here may not be typical).
(1) CCN1C(=O)c2ccccc2Sc2ccc(C(=O)NCCC(C)C)cc21
(2) O=C(Nc1ccc2c(c1)OCO2)c1ccc[n+]([O-])c1
(3) Cc1ccc(CN2CCC(n3nccc3NC(=O)c3ccccc3C)CC2)o1
(4) COc1cc(/C(C)=N/N2CCOCC2)cc(OC)c1OC
(5) Cc1c(Cl)cccc1N1CC(C(=O)Nc2nccs2)CC1=O (centres undefined)
(6) Nc1c(N2CCOCC2)cc(Cl)c2nonc12
(7) Cc1ccc(NC(=O)CSC2=NN3CCCC(=O)N=C3S2)c(C)c1
(8) OCC[C@@H]1C[C@H](O)[C@@H](O)[C@]2(CCCCO2)O1

assay / entry	1	2	3	4	5	6	7	8
TPT1 inh	-1	0	-2	-1	4	-3	-4	-1
Fh CTSL1 inh	4	-1	-3	-4	1	1	3	-6
HCV core dimer	13	-1	-8	-4	-1	-3	-2	-7
PP1 inh	-4	3	-4	-3	-1	-2	-4	-3
EBNA-1 inhibitor	6	4	-3	-8	-16	-6	2	-8
ZTA counter	6	-1	2	-14	-2	3	-3	4
Efflux pump inh	-0.1	0.0	0.7	-0.2	0.0	0.1	0.6	0.0
PREPL inh	1	-1	-2	6	3	-8	5	2
PP5 inh	-0.7	-0.6	-7.6	-2.9	3.8	2.1	0.3	3.4

(9) Cc1oncc1C(=S)Nc1ccccc1
(10) O=C(COC(=O)Cc1ccc(Cl)cc1)NCCc1ccccc1
(11) CCSc1nc2ccccc2n1C(=O)c1ccc(S(=O)(=O)N2CCCCCC2)cc1
(12) CCN(CC)CCCNc1nc(N)c([N+](=O)[O-])c(N2CCCCCC2)n1
(13) COc1ccccc1Nc1nnc(SCC2CCCCO2)s1 (centres undefined)
(14) COc1ccc(N2CCN(C(=O)c3ccc(CNc4c(N5CCOCC5)c(=O)c4=O)cc3)CC2)cc1
(15) COc1ccc(-c2cc(=O)oc3cc(OC(=O)C4CCCCC4)c(Cl)cc23)cc1
(16) c1ccc(CSc2nnc3ccc(-c4cccs4)nn23)nc1

assay / entry	9	10	11	12	13	14	15	16
TPT1 inh	0	x	-2	0	-2	0	-1	-3
Fh CTSL1 inh	1	x	4	-3	-4	0	-1	1
HCV core dimer	-2	x	-7	-4	2	9	-21	3
PP1 inh	-4	5	-4	2	1	-5	6	-6
EBNA-1 inhibitor	-3	x	9	-1	3	-2	0	3
ZTA counter	0	-12	-4	-3	-3	15	3	14
Efflux pump inh	0.0	0.1	-0.1	0.0	0.0	0.6	0.6	0.0
PREPL inh	3	-17	8	12	0	19	3	6
PP5 inh	1.9	1.2	-0.8	1.9	-0.5	-2.8	3.3	-2.0

(17) CC(C)n1c(=S)[nH]c2cc(Cl)ccc21
(18) CCCCCCCCN1C(=O)C(O)=C(C(C)=O)C1c1ccccn1 (centres undefined)
(19) COc1ccc(Nc2nc(N3CCN(S(C)(=O)=O)CC3)nc3ccccc23)c(OC)c1
(20) CCOC(=O)C/C(C)=N/NC(=O)c1cccs1
(21) O=C(COC(=O)c1ccc(CO)cc1)c1ccc(S(=O)(=O)N2CCCCC2)cc1
(22) COC(=O)c1sccc1NC(=S)Nc1cc(C)cc(C)c1
(23) CC(C)N(Cc1ccccc1)C(=O)COC(=O)c1ccc2c(c1)OCCO2
(24) Cc1cc(C)n(C(=O)CCC(=O)Nc2ccc(C)c(C)c2)n1

assay / entry	17	18	19	20	21	22	23	24
TPT1 inh	4	-5	0	0	x	-3	-2	2
Fh CTSL1 inh	1	0	9	3	x	0	1	-4
HCV core dimer	2	0	-4	0	x	3	5	0
PP1 inh	1	2	2	-1	1	-2	2	-2
EBNA-1 inhibitor	13	4	0	4	x	5	1	-14
ZTA counter	9	-11	8	7	-18	-17	-3	3
Efflux pump inh	0.0	0.0	0.1	-0.1	0.6	0.1	-0.1	-0.1
PREPL inh	17	0	26	2	23	7	11	-5
PP5 inh	-0.2	0.0	2.2	1.6	4.2	0.2	-1.4	-1.2

# Random excerpt: 6 compounds from above.
(22) COC(=O)c1sccc1NC(=S)Nc1cc(C)cc(C)c1
(21) O=C(COC(=O)c1ccc(CO)cc1)c1ccc(S(=O)(=O)N2CCCCC2)cc1
(18) CCCCCCCCN1C(=O)C(O)=C(C(C)=O)C1c1ccccn1 (centres undefined)
(19) COc1ccc(Nc2nc(N3CCN(S(C)(=O)=O)CC3)nc3ccccc23)c(OC)c1
(24) Cc1cc(C)n(C(=O)CCC(=O)Nc2ccc(C)c(C)c2)n1
(20) CCOC(=O)C/C(C)=N/NC(=O)c1cccs1

assay / entry	22	21	18	19	24	20
TPT1 inh	-3	x	-5	0	2	0
Fh CTSL1 inh	0	x	0	9	-4	3
HCV core dimer	3	x	0	-4	0	0
PP1 inh	-2	1	2	2	-2	-1
EBNA-1 inhibitor	5	x	4	0	-14	4
ZTA counter	-17	-18	-11	8	3	7
Efflux pump inh	0.1	0.6	0.0	0.1	-0.1	-0.1
PREPL inh	7	23	0	26	-5	2
PP5 inh	0.2	4.2	0.0	2.2	-1.2	1.6

# Remaining list, next part.
(25) Cn1c(C(=O)NCC2CCCO2)cc2c(=O)n3ccccc3nc21 (centres undefined)
(26) Cc1cc(-c2ccccc2)nc2[n+]1CCN2C
(27) O=c1c2ccccc2c(-c2ccc(Br)cc2)nn1Cc1ccccc1
(28) Cc1oc2cc3oc(=O)c(CC(=O)NCC(=O)N[C@@H](C(=O)O)c4ccccc4)c(C)c3cc2c1C
(29) COc1ccc(/C(C)=N\O)cc1OC
(30) CCCCNC(=O)CO/N=C(\C)c1cc2ccccc2o1
(31) Cc1ccc(C)c(OCCC(=O)NNC(=O)c2ccccc2)c1
(32) CCCCn1c(N)c(N(CCOC)C(=O)c2cccc(-n3cnnn3)c2)c(=O)[nH]c1=O

assay / entry	25	26	27	28	29	30	31	32
TPT1 inh	-3	-3	5	-4	-2	0	-1	-3
Fh CTSL1 inh	2	1	2	-2	-2	5	-8	-5
HCV core dimer	-1	2	0	1	0	-3	-3	2
PP1 inh	-1	-3	-4	-6	-3	1	-8	2
EBNA-1 inhibitor	1	-11	-1	-6	-2	-5	0	9
ZTA counter	10	-5	4	-1	-7	-2	9	19
Efflux pump inh	0.1	-0.1	0.1	0.0	0.0	0.3	-0.1	0.0
PREPL inh	-10	1	-2	-5	1	6	2	1
PP5 inh	0.0	1.1	2.7	-0.7	-1.4	-0.1	1.6	-0.4

(33) Cc1cc(=O)oc2cc(OCC(=O)N3CCCC(C)C3)ccc12 (centres undefined)
(34) COc1cc(CN2CCN(C(c3ccccc3)c3ccccc3)CC2)cc(OC)c1OC
(35) COc1ccc(C(C)=O)cc1CSc1nnc(Nc2ccccc2C)s1
(36) O=C(C1CCCN(S(=O)(=O)c2cnc[nH]2)C1)N1CC(=O)N(CCc2ccccc2)C(=O)C1 (centres undefined)
(37) C#CCOCCOCCOCCNc1nc(N2CCN(C(=O)[C@H](Cc3ccc(O)cc3)n3cc([C@@H](N)C(C)CC)nn3)CC2)nc(N2CCN(C(=O)[C@H](CCCCN)n3cc([C@@H](N)CC(C)C)nn3)CC2)n1 (some centres undefined)
(38) Cc1cccc(-n2c(Cc3cc(=O)[nH]c(=O)[nH]3)nnc2SCC(=O)N2CCCCC2)c1
(39) CCCCN(C(=O)c1cccc(-n2cnnn2)c1)c1c(N)n(CC(C)C)c(=O)[nH]c1=O
(40) Cc1c(N=Cc2ccccn2)c(=O)n(-c2ccccc2)n1C

assay / entry	33	34	35	36	37	38	39	40
TPT1 inh	0	-1	0	0	-5	0	x	1
Fh CTSL1 inh	0	1	1	-2	3	-4	x	-2
HCV core dimer	-3	-9	10	-2	-20	-4	x	0
PP1 inh	4	3	-3	1	0	-8	-7	-3
EBNA-1 inhibitor	-7	6	5	3	-1	8	x	7
ZTA counter	6	9	-7	5	-5	10	-1	3
Efflux pump inh	0.1	0.0	-0.1	-0.2	0.1	0.1	-0.1	-0.1
PREPL inh	-9	20	-10	-1	21	-5	1	6
PP5 inh	1.4	6.5	1.4	-0.3	1.7	-0.5	-0.3	-0.7

(41) c1ccc2[nH]c(NCCCN3CCOCC3)nc2c1
(42) COc1ccc(S(=O)(=O)N2CCC(O)(c3ccc4c(c3)OCO4)CC2)cc1
(43) Cc1cc(OCCOCCNCc2ccccc2)ccc1C(C)C
(44) Cc1ccccc1Nc1nnc(SCc2nc3ccccc3c(=O)[nH]2)s1
(45) O=C(COC(=O)C1=COCCO1)Nc1ccc(OC(F)F)cc1
(46) COC(=O)C(O)(CC(=O)Nc1cccc(SC)c1)C(F)(F)F (centres undefined)
(47) O=c1[nH]c(N2CCOCC2)nc2ccccc12
(48) COc1ccc2nc(C)cc(Sc3nc4ccccc4s3)c2c1

assay / entry	41	42	43	44	45	46	47	48
TPT1 inh	-2	-3	-1	3	1	-2	-1	-2
Fh CTSL1 inh	-1	-2	-3	0	-8	0	0	0
HCV core dimer	-1	1	-9	0	-1	12	5	14
PP1 inh	-4	0	7	22*	2	4	-4	-3
EBNA-1 inhibitor	-9	9	-2	-5	-1	6	5	-25
ZTA counter	-5	12	-3	-16	0	8	13	-7
Efflux pump inh	0.3	0.0	0.0	0.4	0.1	0.0	-0.1	1.0*
PREPL inh	-10	-51	19	-1	11	-3	4	-2
PP5 inh	-1.0	2.0	1.2	0.6	3.9	1.5	-1.7	3.0

(49) O=C1CCC(=O)N1CCSC(=S)N1CCSCC1
(50) Cc1cc(C)c(S(=O)(=O)N2CCCCC2)cc1N(C)S(=O)(=O)c1ccc(Cl)cc1
(51) COC(=O)c1sc(NC(=O)c2csc3c2CCCC3)nc1C
(52) COc1ccccc1-c1nnc(NC(=O)C(C)SC2=NCCS2)s1 (centres undefined)
(53) Cc1cc(Cl)ccc1NC(=O)COC(=O)c1c(C)noc1C
(54) O=C(Nc1ccc2c(c1)oc1ccccc12)c1ccc2c(c1)OCO2
(55) CSc1ccc(/C=C/C(=O)OCC(=O)NC2CCS(=O)(=O)C2)cc1 (centres undefined)
(56) O=C(Nc1ccc(F)cc1)c1ccc(C(=O)N2CCCC(O)C2)cc1 (centres undefined)

assay / entry	49	50	51	52	53	54	55	56
TPT1 inh	0	1	0	-4	x	-4	x	-4
Fh CTSL1 inh	-1	2	1	0	x	-1	x	-3
HCV core dimer	-1	3	13	2	x	-6	x	0
PP1 inh	1	2	5	5	4	1	0	-3
EBNA-1 inhibitor	10	-4	3	11	x	6	x	4
ZTA counter	3	2	11	-3	-14	-11	-6	13
Efflux pump inh	0.0	-0.1	-0.1	0.0	0.0	-0.3	-0.1	-0.1
PREPL inh	3	8	-4	-7	19	15	9	-1
PP5 inh	-3.2	0.3	1.4	2.0	2.7	0.7	3.0	-2.1

(57) O=C(Nc1ccc(F)cc1)C1CCCN(c2cnccn2)C1 (centres undefined)
(58) CCOC(=O)C1CCN(C(=O)CN2C(=O)NC3(CCCCC3)C2=O)CC1
(59) COc1ccc(CCNC(=O)CSc2nc(C)cc(C)n2)cc1OC
(60) Cc1ccc(S(=O)(=O)NCC(=O)NCC(=O)OCC(=O)NC(=O)NC(C)(C)C)cc1C

assay / entry	57	58	59	60
TPT1 inh	-7	x	4	3
Fh CTSL1 inh	10	x	1	-4
HCV core dimer	-20	x	5	-4
PP1 inh	-7	6	5	-5
EBNA-1 inhibitor	-3	x	7	8
ZTA counter	-10	11	3	3
Efflux pump inh	-0.1	0.1	0.0	0.0
PREPL inh	16	8	3	-2
PP5 inh	-7.7	0.3	0.9	-2.5

# Screens: PubChem, several laboratories
